SV40 large T antigen = TAg ATPase/helicase activity blockers – biochemical (AID 1903); SV40 large T antigen ATPase/helicase inhibition assay; higher % means a stronger effect; inhibition, % at 20 µM; hits with a dose series show IC50 in µM; 310,000 tested, 0.39% active; in the data active = a potency from the dose series; inconclusive = inhibition mostly from about 32% at the one dose, without a potency; inactive = the rest, 99 in 100 with inhibition below about 32%; also: strong numbers were not always called active
Salmonella PhoP GFP = PhoP-dependent GFP reporter repression – Salmonella Typhimurium, primary screen (AID 1863). one-dose inhibition, % at 50 µM; IC50 in µM for titrated hits. S. Typhimurium PhoP-regulated promoter GFP reporter, 4 h; higher % means a stronger effect. 300,000 tested, 0.16% active;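 active = inhibition over 29.93%, a cutoff 3 SD above the screen mean, later confirmed by dose response; inconclusive = inhibition over 29.93% but no dose response follow-up; inactive = inhibition at most 29.93% or unconfirmed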;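 also: 0% = low Mg2+ inducing control and 100% = high Mg2+ repressing control; strong numbers were not always called active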
b-catenin transl = modulators of beta-catenin nuclear translocation; AID 1665; HeLa beta-catenin nuclear translocation, immunofluorescence imaging; nuclear translocation activity, % at 5 µM; 190,000 tested, 0.3% active;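 active = nuclear translocation activity above 50% at 5 µM, with a well cell count of 50 or more; inconclusive = wells under 50 cells across six images, flagged as toxic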;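 also: per-cell ratio of nuclear to cytoplasmic median beta-catenin stain intensity; plate controls were DMSO negative control for no effect and GSK-3 inhibitor IX positive control for full effect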
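System: Human HeLa cells, endogenous beta-catenin | Compound dosing: 5 µM primary, 0.02–20 µM confirmation | Timing: 24 h compound exposure at 37°C, 5% CO2 | Measured by: Fluorescence imaging of beta-catenin antibody stain plus DAPI | Read-out basis: % activation of per-cell nuclear versus cytoplasmic median beta-catenin signal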
RSV antiviral HEp-2 = RSV antiviral activity via CPE protection, HEp-2 cells, primary 10 µM value included (AID 2391); HEp-2 cells, RSV-induced CPE inhibition; higher % means a stronger effect; CPE inhibition, % at 10 µM; hits with a dose series show IC50 in µM; 310,000 tested, 0.13% active; in the data active = a potency from the dose series; inconclusive = CPE inhibition mostly from about 23% at the one dose, without a potency; inactive = the rest, 99 in 100 with CPE inhibition below about 21%; also: strong numbers were not always called active
Myeloid diff MLP = promotes myeloid progenitor differentiation. ER-HoxA9 myeloid progenitors, lysozyme-GFP differentiation, flow cytometry. calls only at 10 µM. 360,000 tested, 1% active;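 active = normalized GFP-positive differentiation at or above the plate's own cutoff, the solvent-only control mean plus 3 SD; inconclusive = no clear call, values can overlap the other calls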;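 also: cells exposed to compound for four days before flow analysis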
Rac1 GTP hydrolysis = MgcRacGAP GTPase-activating activity inhibitors, confirmation, biochemical, ADP Hunter fluorescence | MgcRacGAP-stimulated Rac1 GTP hydrolysis, ADP Hunter fluorescence; higher % means a stronger effect; GST-tagged Rac1 F28L mutant substrate | one-dose inhibition, % at 30 µM; IC50 in µM for titrated hits | 340,000 tested, 0.6% active | AID 624330;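 active = first-screen hits whose inhibition reached a set limit at any dose in the follow-up dose series; inconclusive = inhibition above the set first-screen limit but never retested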;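 also: fluorescence reports GDP produced by GAP-driven GTP hydrolysis; strong numbers were not always called active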
West Nile virus CPE = inhibition of WNV-induced cytopathic effect – cell-based, CPE readout (AID 1621) | West Nile virus-infected cells, CPE inhibition; higher % means a stronger effect | 290,000 tested, 0.02% active | CPE inhibition, % at 10 µM, or IC50 in µM where a hit was titrated; in the data active = a potency from the dose series; inconclusive = CPE inhibition mostly from about 3.7% at the one dose, without a potency; inactive = the rest, 99 in 100 with CPE inhibition below about 2.2%; also: strong numbers were not always called active
WT yeast gro inh = growth inhibition of WT yeast, mitochondrial fusion screen. 190,000 tested, 2.1% active. mitochondrial fusion phenotypic screen, WT strain. inhibition, % at 10 µM; in the data active = inhibition above about 58%; tested in S. cerevisiae
T cell modulator = modulates CD8 T cell binding to vesicles; 330,000 tested, 0.068% active; calls only at 7 µM; 2C CD8+ T cell-vesicle binding, flow cytometry; stronger effect = lower value;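 active = response, share of CD8 T cells binding vesicles, and their 90th percentile fluorescence all below set limits, cut at about 80% in these data, passing the limit was not always enough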
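Benchmarks: naked versus QL9-loaded vesicles / Assay system: purified 2C TCR transgenic mouse naive CD8+ T cells / Technique: high-throughput flow cytometry with anti-B7-1 and anti-CD8 staining / Timing: Cell–vesicle co-incubation 1.5 h at 37 °C, staining 20 min on ice / Read-out: percent CD8+ FL2 mean versus row control / Probe or stimulus: QL9-loaded Drosophila micro-vesicles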
WT yeast gro inh mutant strain = also measured in WT yeast gro inh; calls as there; inhibition, %; mitochondrial fusion phenotypic screen, mutant strain inhibition
b-catenin transl cell count 5 µM = also measured in b-catenin transl; calls as there; cell count; measured here: cell count, cytotoxicity flag
T cell modulator vesicle-bound % = further read-out of T cell modulator, marked with its call; double positive events, %; measured here: CD8+ vesicle-bound cell fraction;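 binding gate set so that unloaded-vesicle control wells show 10% double positive cells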
Myeloid diff MLP GFP+ MAC1+ % = further read-out of Myeloid diff MLP, marked with its call; GFP+ MAC1+ double positive, %; measured here: differentiation confirmed by MAC1 staining
* = called active by the depositor; i = inactive; ? = inconclusive; nt = no result given; + = active, no number.

SMILES	SV40 large T antigen	Salmonella PhoP GFP	b-catenin transl	b-catenin transl cell count 5 µM	RSV antiviral HEp-2	Myeloid diff MLP	Myeloid diff MLP GFP+ MAC1+ %	Rac1 GTP hydrolysis	West Nile virus CPE	WT yeast gro inh	WT yeast gro inh mutant strain	T cell modulator	T cell modulator vesicle-bound %
NNC(=O)c1oc2nc(-c3ccccc3)cc(-c3ccco3)c2c1N	17%	-3%	0.6	1297	nt	+	1.0*	nt	2.4%	nt	nt	i	43
COc1ccc(/C=C2\Sc3ccc(C(=O)N4CCc5ccccc5C4)cc3N(C)C2=O)cc1	9%	1%	-2.6	1186	14%	nt	nt	nt	-1.1%	10	-26	i	43
Cc1ccsc1C(=O)N(C)C1CCS(=O)(=O)C1 (centres undefined)	nt	nt	nt	nt	0.1%	i	0.1	6%	nt	nt	nt	i	54
N#Cc1c(-c2ccc(Cl)cc2)c(C#N)c(=O)n(N)c1N	-7%	1%	-2.6	1117	2.4%	i	0.5	4%	-0.5%	3	-14	i	49
Cn1cc(CNCCN2CCCCC2=O)c(-c2cccc(Cl)c2)n1	5%	6%	1.7	1644	-1.6%	i	0.4	3%	-0.8%	8	-7	i	32
O=C(O)COc1ccccc1/C=N/Nc1ccc(S(=O)(=O)N2CCOCC2)cc1[N+](=O)[O-]	12%	7%	0.2	958	-1.9%	i	0.1	6%	-0.1%	-13	2	i	22
O=C(O)CCC(NC(=O)OCc1ccccc1)C(=O)O (centres undefined)	1%	1%	-1.3	1379	2.1%	i	0.8	8%	0.1%	25	-1	i	28
COC(=O)NNC(=O)COc1ccccc1C	11%	2%	nt	nt	1.8%	i	0.5	4%	0.0%	-3	-10	i	37
CN1CCN(NC(=O)c2cc(-c3cccc(Cl)c3)nc3ccccc23)CC1	6%	-6%	1.9	1006	-2.0%	i	0.0	6%	0.9%	6	14	i	48
Cc1ccc2cc(CN(CC3CCCO3)S(=O)(=O)c3ccccc3)c3nnnn3c2c1 (centres undefined)	10%	1%	-1.3	1186	9.5%	i	0.1	12%	-0.6%	4	-4	i	15
O=C(CN1CCC(C(O)(c2ccccc2)c2ccccc2)CC1)Nc1cc(Cl)ccc1Cl	-6%	5%	1.3	1298	11%	i	2.5	-3%	-1.0%	26	21	i	19
CC1(C)C2CCC1(C)C1(C2)NC(=O)c2ccccc2O1 (centres undefined)	6%	6%	-1.8	573	6.3%	i	0.3	6%	-0.9%	16	2	i	45
CC(C)N(C)Cc1nnnn1CC(=O)NCCc1cccc(C(F)(F)F)c1	25%	3%	nt	nt	1.2%	i	2.4	1%	-0.7%	nt	nt	i	62
CCOC(=O)C1(CC2CCCCO2)CCN(C(=O)Nc2ccc(SC)cc2)CC1 (centres undefined)	5%	10%	-2.2	943	2.0%	i	0.0	10%	-0.4%	-3	-9	i	3
c1ccc(-c2nnc(CSc3nnc(-c4cccs4)o3)o2)cc1	8%	3%	nt	nt	2.9%	i	0.9	2%	0.0%	-3	-11	i	30
O=S(=O)(Nc1ccc(-c2csc(-c3ccccc3)n2)cc1)c1ccc(F)cc1	6%	-2%	4.5	1140	-0.9%	i	0.7	7%	2.3%	92*	91*	i	57
COc1cc2c(cc1OC)C(c1ccc3c(c1)OCO3)C1=C(CC(C)(C)CC1=O)N2 (centres undefined)	13%	7%	-0.5	1361	2.5%	i	0.8	8%	nt	8	-12	i	34
COc1ccc(-n2nnnc2SCc2nc(N)nc(N3CCOCC3)n2)cc1	0%	-2%	1.6	1375	-0.6%	nt	nt	5%	-0.3%	-9	-9	i	54
CCOc1ccc(C2/C(=C(\O)c3cccc(OC)c3)C(=O)C(=O)N2c2cc(C)on2)cc1OC (centres undefined)	7%	-4%	5.5	1174	1.7%	i	0.9	15%	0.1%	-7	12	i	4
COc1cccc(NC(=O)CN(C)CC(=O)Nc2ccc3c(c2)CCC3)c1	5%	-3%	-2.4	1166	5.4%	i	0.6	10%	-1.4%	-11	-9	i	47
CCn1c(SCC(=O)NCc2ccco2)nnc1C(C)C	13%	-5%	-1.9	816	1.9%	i	0.0	5%	0.5%	1	0	i	50
CCOC(=O)C1=C(N)n2c(s/c(=C/c3ccccc3)c2=O)=C(C(=O)OCC)C1c1ccccc1 (centres undefined)	-6%	18%	1.3	1387	1.5%	nt	nt	nt	nt	-21	-20	i	44
COc1ccccc1C(=O)NCCC(=O)Nc1cccc(S(=O)(=O)N2CCCC2)c1	nt	nt	nt	nt	0.5%	i	0.9	3%	nt	nt	nt	i	29
Cc1cc2cc(C)c(SCC(=O)NCc3ccco3)nc2cc1C	21%	-3%	0.3	1469	1.3%	i	0.6	7%	-2.2%	-17	-4	i	58
Cc1cccc(C2c3[nH]c4ccccc4c3CCN2C(=O)c2ccc(=O)[nH]c2)n1 (centres undefined)	4%	-10%	-1.1	1059	2.6%	i	1.1	8%	0.4%	-18	-2	i	7
O=S(=O)(NCc1ccc(F)cc1)c1cc(Br)ccc1Br	nt	nt	nt	nt	-0.5%	i	1.0	7%	nt	nt	nt	i	33
Fc1ccccc1NC(=S)N1CCN(C/C=C/c2ccccc2)CC1	13%	-11%	3.8	476	0.7%	i	0.4	6%	-0.9%	-9	16	i	38
O=C(Nc1ccc(Cl)cc1)c1cccs1	1%	26%	-0.1	1054	?	i	1.4	0%	-0.6%	4	-8	i	19
CCCn1c2ccc(C)cc2c2n[nH]c(=S)nc21	-2%	5%	nt	nt	2.0%	i	1.7	4%	-0.6%	nt	nt	i	54
O=c1cc(Cl)c2ccccc2n1-c1ccccc1	-6%	24%	nt	nt	7.5%	i	0.5	13%	-0.2%	nt	nt	i	48
O=C(COC(=O)CNC(=O)C1CCCCC1)Nc1ccc(Cl)cn1	4%	8%	nt	nt	0.5%	i	0.6	5%	1.5%	1	-4	i	49
COc1cc(SC#N)ccc1N=Cc1c(C)[nH]n(-c2ccc(C)c(C)c2)c1=O	36%	9%	-2.8	847	14%	i	1.0	5%	0.0%	92	94	i	60
C=CCOc1nc2c(c(=O)n(C)c(=O)n2C)n1Cc1ccc(Cl)cc1Cl	1%	-10%	nt	nt	-1.9%	i	6.8	11%	-2.1%	6	12	i	19
COCCC(=O)N1CCC(Oc2ccc(C(=O)N3CCCCCCC3)cc2)CC1	4%	-6%	nt	nt	2.5%	i	2.6	5%	-0.6%	nt	nt	i	10
O=C(Cc1ccccc1)Nc1cc([N+](=O)[O-])ccc1N1CCOCC1	10%	-1%	-0.2	1510	0.6%	i	0.4	13%	-0.2%	6	17	i	21
Cc1ccc(/C=C(\C#N)C(=O)Nc2cccc3ncccc23)o1	18%	4%	nt	nt	9.0%	i	0.1	15%	-0.6%	5	15	i	12
Cn1cccc1/C=C1\CC(C(C)(C)C)C/C(=C\c2cccn2C)C1=O (centres undefined)	20%	-13%	-6.6	1144	2.2%	+	12*	1%	0.7%	6	11	i	69
COc1ccccc1NS(=O)(=O)c1ccc(C)c(C(=O)NCc2cccnc2)c1	nt	nt	nt	nt	3.0%	i	1.0	0%	nt	nt	nt	i	38
O=C(COc1ccccc1Cl)NNC(=O)Cn1[nH]c(=O)c2ccccc2c1=O	nt	nt	nt	nt	1.2%	i	0.1	-2%	nt	nt	nt	i	2
CC(=O)Cc1nsc(NC(=O)c2ccc(Cl)cc2Cl)n1	7%	7%	-0.8	1055	2.5%	i	0.1	-1%	0.3%	-4	-23	i	24
CC(NC(=O)c1ccc2c(c1)OCCO2)c1ccc(S(N)(=O)=O)cc1 (centres undefined)	6%	3%	-1.4	1179	0.1%	i	0.5	7%	-0.1%	-7	-9	i	56
O=C(NCCS(=O)(=O)NCc1ccccc1)c1ccccc1	14%	0%	nt	nt	-1.1%	i	0.3	4%	nt	nt	nt	i	50
COc1ccc(-c2noc(CCCC(=O)NC3CCCC3)n2)cc1	2%	3%	nt	nt	1.1%	nt	nt	9%	-2.0%	nt	nt	i	20
CCN1CCN(CCCNC(=O)C2c3ccccc3C(=O)N(C)C2c2ccc(OC)cc2)CC1 (centres undefined)	11%	-1%	-1.0	1105	3.6%	i	2.1	8%	0.3%	-20	1	i	34
Cc1ccccc1OCc1nnc(SCC(=O)NCc2ccccc2)n1C	4%	2%	nt	nt	0.3%	i	2.0	-1%	0.8%	-2	-6	i	26
COc1ccc(NC(=O)c2ccco2)cc1NC(=O)c1cccc(OC(C)C)c1	2%	1%	-0.3	1307	3.0%	i	0.8	8%	1.1%	23	-13	i	36
COc1ccc(COC(=O)c2ccc(S(=O)(=O)N3CCCCC3)cc2)cc1OC	nt	nt	nt	nt	0.5%	i	0.6	2%	nt	nt	nt	i	34
Cc1ccc(-n2nc(C)c3c2OC(N)=C(C#N)C3c2cccs2)cc1 (centres undefined)	18%	9%	-4.8	926	0.6%	i	0.6	6%	nt	12	12	i	35
CC(=O)c1cc2c(cc1NC(=O)C1CC=CCC1C(=O)O)OCO2 (centres undefined)	5%	-5%	nt	nt	1.2%	i	0.7	-1%	0.7%	-26	-13	i	64
CC(=O)Nc1ccccc1/C=C/c1ccc2c(C)cc(C)c(O)c2n1	14%	-3%	-2.4	1156	4.5%	i	0.8	3%	-0.4%	77*	73*	i	27
O=[N+]([O-])c1ccc(N2CCN(Cc3ccc([N+](=O)[O-])o3)CC2)cc1	8%	23%	nt	nt	16%	i	0.4	31%	-1.9%	nt	nt	i	32
COc1ccc(CCNC(=O)CSc2nc(C)cs2)cc1	11%	3%	-2.5	1087	0.9%	i	0.8	5%	0.1%	-7	-2	i	36
Fc1ccc2cnc(-c3ccccc3)c(-c3cccc(C(F)(F)F)c3)c2c1	nt	nt	nt	nt	-0.2%	i	2.3	2%	nt	nt	nt	i	49
COc1cc(OC)c(/C=N/n2c(C)nnc2C)c(OC)c1	7%	-10%	1.2	893	19%	i	1.0	6%	-0.2%	1	-5	i	34

Screening results: PubChem, several laboratories
